Screening data (PubChem BioAssay)
NFkB binder: binders of NF-kB p50 subunit, primary screen, biochemical, small molecule microarray, anti-His fluorescence | Nuclear factor NF-kappa-B p105 subunit (Homo sapiens), P19838 | AID 624139, 2012 | anti-His fluorescence binding | hit rate 1.3% among 17,000 | calls only;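 active = spot fluorescence over background significantly raised, with a chance value under 7% in all four replicate spots of the compound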;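 also: probe protein is his-tagged human p50 processed subunit at 1 µg/ml; raw spot fluorescence signals with no normalization applied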
Target sequence (P19838 1-433 limits assumed): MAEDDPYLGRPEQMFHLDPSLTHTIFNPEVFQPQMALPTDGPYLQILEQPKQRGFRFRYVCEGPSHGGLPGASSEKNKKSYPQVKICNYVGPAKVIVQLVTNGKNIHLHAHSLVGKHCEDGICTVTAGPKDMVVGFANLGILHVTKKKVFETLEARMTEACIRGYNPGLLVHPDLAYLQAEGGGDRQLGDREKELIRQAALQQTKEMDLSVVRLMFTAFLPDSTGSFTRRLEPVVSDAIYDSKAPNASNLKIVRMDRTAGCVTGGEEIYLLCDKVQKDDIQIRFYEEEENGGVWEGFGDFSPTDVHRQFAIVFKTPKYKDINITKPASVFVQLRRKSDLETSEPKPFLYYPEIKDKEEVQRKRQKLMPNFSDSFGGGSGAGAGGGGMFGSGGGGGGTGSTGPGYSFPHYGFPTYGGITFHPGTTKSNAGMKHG
Calls only; i = inactive; + = active, no number.

| smiles | NFkB binder |
| --- | --- |
| COc1ccc([Si](C)(C)[C@@H]2[C@@H](CCO)O[C@]3(C(=O)N4c5c(cc(OC)cc53)C(C)=CC4(C)C)[C@H]2C)cc1 | i |
| Cc1sc(NC(=S)NC(=O)Cc2cccc3ccccc23)c(C(N)=O)c1C | i |
| COc1ccc(S(=O)(=O)Nc2ccc3c(c2)CC(=O)N([C@@H](C)CO)C[C@H](C)[C@@H](CN(C)S(=O)(=O)c2ccc(OC)cc2)O3)cc1 | i |
| COCCOC(=O)N1C(=O)[C@@]2(c3cc(C#CCCO)ccc31)[C@H](C(N)=O)[C@H]1C(=O)O[C@H](c3ccccc3)[C@H](c3ccccc3)N1[C@@H]2c1ccccc1OCCO | i |
| COc1ccc(CN(C)C[C@@H]2Oc3ccc(NC(=O)Nc4ccc(F)cc4)cc3C(=O)N([C@H](C)CO)C[C@@H]2C)cc1 | i |
| C[C@@H]1CN([C@@H](C)CO)C(=O)c2cccc(NC(=O)C3CCOCC3)c2O[C@H]1CN(C)Cc1ccc(Cl)c(Cl)c1 | i |
| Cc1ccc(-c2nc3ccccc3[nH]2)cc1NC(=O)C(C)Oc1ccc(Cl)cc1Cl (configuration not stated) | i |
| COc1ccc(CN(C)C[C@@H]2OCCCC[C@@H](C)Oc3ccc(NC(=O)Nc4c(C)noc4C)cc3C(=O)N([C@@H](C)CO)C[C@@H]2C)cc1 | i |
| C[C@@H]1CCCCO[C@@H](CN(C)C(=O)NC2CCCCC2)[C@H](C)CN([C@H](C)CO)C(=O)c2cc(NS(=O)(=O)c3ccc(Cl)cc3)ccc2O1 | i |
| C[C@@H]1CN([C@@H](C)CO)C(=O)c2cc(NC(=O)Nc3ccc(C(F)(F)F)cc3)ccc2O[C@@H]1CN(C)CC1CCCCC1 | i |
| C[C@H]1[C@H](C)CC[C@]2(C(=O)O)CC[C@]3(C)C4=CCC5C(C)(C)[C@@H](O[C@@H]6O[C@H](C(=O)O)[C@@H](O)[C@H](O)[C@H]6O)CC[C@]5(C)C4CC[C@@]3(C)[C@H]12 (some centres not stated) | i |
| Cc1onc(-c2ccccc2Cl)c1C(=O)Nc1ccc(S(=O)(=O)Nc2nccs2)cc1 | i |
| C[C@H]1CCCCO[C@H](CN(C)C(=O)CCCN(C)C)[C@@H](C)CN([C@@H](C)CO)C(=O)c2cc(NC(=O)Cc3ccccc3)ccc2O1 | i |
| C[C@@H]1CCCCO[C@H](CN(C)Cc2ccncc2)[C@H](C)CN([C@@H](C)CO)C(=O)c2cc(NC(=O)Nc3cccc4ccccc34)ccc2O1 | i |
| COc1ccc(CN2C(=O)C(O)(CC(=O)c3cccnc3)c3ccccc32)cc1OC (configuration not stated) | i |
| CNC[C@H]1Oc2ccc(NC(=O)Nc3cccc4ccccc34)cc2CC(=O)N([C@@H](C)CO)C[C@H]1C | i |
| C=CCNC(=O)[C@@H]1[C@H]2C(=O)O[C@H](c3ccccc3)[C@H](c3ccccc3)N2[C@H](c2ccccc2OCCO)[C@@]12C(=O)Nc1ccc(C#CC3(O)CCCCCC3)cc12 | i |
| Cc1noc(C)c1S(=O)(=O)N(C)C[C@@H]1Oc2ccc(NS(=O)(=O)c3ccc(Cl)cc3)cc2CC(=O)N([C@H](C)CO)C[C@H]1C | i |
| C[C@H](CO)N1C[C@H](C)[C@H](CN(C)C(=O)Nc2cccc3ccccc23)Oc2c(NC(=O)c3ccncc3)cccc2C1=O | i |
| CCOC(=O)C1CCCN(S(=O)(=O)c2cccc3cccnc23)C1 (configuration not stated) | i |
| COc1cc(NC(=O)CS(=O)(=O)Cc2ccccc2)c(OC)cc1Cl | i |
| C[C@@H]1CN([C@@H](C)CO)C(=O)c2cc(NC(=O)c3ccccc3)ccc2O[C@@H](C)CCCCO[C@@H]1CN(C)S(=O)(=O)c1ccc(Cl)cc1 | i |
| COC(=O)CSc1ncnc2scc(-c3ccc(Cl)cc3)c12 | i |
| CCCN(C)C[C@@H]1OCCCC[C@@H](C)Oc2ccc(NS(=O)(=O)c3ccc(OC)cc3)cc2C(=O)N([C@@H](C)CO)C[C@@H]1C | i |

Structures above that contain a thiophene ring, fused or not:
| smiles | NFkB binder |
| --- | --- |
| Cc1sc(NC(=S)NC(=O)Cc2cccc3ccccc23)c(C(N)=O)c1C | i |
| COC(=O)CSc1ncnc2scc(-c3ccc(Cl)cc3)c12 | i |

The list goes on.
| smiles | NFkB binder |
| --- | --- |
| C[C@@H]1CCCCO[C@@H](CN(C)S(=O)(=O)c2cn(C)cn2)[C@@H](C)CN([C@H](C)CO)C(=O)c2cc(NS(C)(=O)=O)ccc2O1 | i |
| C[C@@H]1CN([C@H](C)CO)C(=O)c2cccc(NC(=O)c3ccncc3)c2O[C@H]1CN(C)C(=O)Nc1ccc(C(F)(F)F)cc1 | i |
| Cc1ccc2nc(-c3ccccn3)cc(C(=O)Nc3ccc(S(=O)(=O)N4CCOCC4)cc3)c2c1 | i |
| COc1cc(/C=C/C(=O)NCCc2ccc(O)cc2)ccc1O | i |
| C[C@H]1CN([C@@H](C)CO)C(=O)CCCn2cc(nn2)CO[C@@H]1CN(C)C(=O)Nc1ccccc1F | i |
| C[C@@H]1CN([C@@H](C)CO)C(=O)Cc2cc(NC(=O)NC3CCCCC3)ccc2O[C@@H]1CN(C)S(=O)(=O)c1ccccc1 | i |
| C[C@H](CO)N1C[C@H](C)[C@H](CN(C)Cc2ccccc2)OCCCC[C@H](C)Oc2ccc(NS(=O)(=O)c3cccs3)cc2C1=O | i |
| C[C@@H]1CN([C@@H](C)CO)C(=O)c2cc(NC(=O)c3ccncc3)ccc2O[C@H]1CN(C)C(=O)Nc1ccccc1 | i |
| Cc1ccc(S(=O)(=O)N(CC(=O)Nc2ccccc2C)C2CCCCC2)cc1 | i |
| C[C@@H]1CN([C@H](C)CO)C(=O)c2cccc(NC(=O)c3ccncc3)c2O[C@H]1CN(C)S(=O)(=O)c1ccc(Cl)cc1 | i |
| Cc1noc(C)c1S(=O)(=O)Nc1ccc2c(c1)C(=O)N([C@@H](C)CO)C[C@@H](C)[C@@H](CN(C)C(=O)Nc1ccccc1)O2 | i |
| C[C@H](CO)N1C[C@H](C)[C@H](CN(C)Cc2ccncc2)OCc2cnnn2CCCC1=O | i |
| C[C@@H]1CN([C@@H](C)CO)C(=O)Cc2cc(NS(C)(=O)=O)ccc2O[C@H]1CN(C)S(=O)(=O)c1cccs1 | i |
| C[C@@H]1CCCCO[C@@H](CN(C)C(=O)C2CCCCC2)[C@H](C)CN([C@@H](C)CO)C(=O)c2cc(NS(=O)(=O)c3ccccc3)ccc2O1 | i |
| CCOC(=O)CNC(=O)c1cc(C)on1 | i |
| C[C@@H]1CN([C@H](C)CO)C(=O)Cc2cc(NC(=O)Cn3cnnn3)ccc2O[C@H]1CN(C)S(=O)(=O)c1cn(C)cn1 | i |

(more compounds)
Molecule,NFkB binder
Nc1nnc(SCC(=O)Nc2ccc(Br)cc2Cl)n1-c1ccccc1,i
O=C(CSc1nc2c(c(C(F)(F)F)n1)CCc1ccccc1-2)Nc1c(F)cc(F)cc1Br,i
CNC[C@@H]1Oc2c(NC(=O)C3CCOCC3)cccc2C(=O)N([C@@H](C)CO)C[C@@H]1C,i
C[C@@H]1CN([C@H](C)CO)C(=O)Cc2cc(NS(=O)(=O)c3cn(C)cn3)ccc2O[C@@H]1CN(C)S(=O)(=O)c1ccc(Cl)cc1,i
Cc1noc(C)c1S(=O)(=O)Nc1ccc2c(c1)CC(=O)N([C@@H](C)CO)C[C@H](C)[C@H](CN(C)C)O2,i
C[C@@H]1CCCCO[C@@H](CN(C)C(=O)c2ccccc2)[C@H](C)CN([C@H](C)CO)C(=O)c2cc(NS(C)(=O)=O)ccc2O1,i
C[C@@H]1CN([C@@H](C)CO)C(=O)c2cccc(NS(=O)(=O)c3cccs3)c2O[C@H]1CN(C)S(=O)(=O)c1ccc(Cl)cc1,i
C[C@H]1CN([C@@H](C)CO)C(=O)c2cccc(NC(=O)Nc3ccc(C(F)(F)F)cc3)c2O[C@H]1CN(C)Cc1ccncc1,i
C[C@@H]1CCCCO[C@H](CN(C)C(=O)Nc2ccccc2)[C@@H](C)CN([C@H](C)CO)C(=O)c2cc(N(C)C)ccc2O1,i
COc1ccc(CN(C)C[C@H]2OCCCC[C@H](C)Oc3ccc(NC(=O)Nc4c(C)noc4C)cc3C(=O)N([C@H](C)CO)C[C@@H]2C)cc1,i
C[C@@H]1CN([C@@H](C)CO)C(=O)c2cccc(NC(=O)c3ccc(-c4nccs4)cc3)c2O[C@H]1CN(C)Cc1ccc(C(=O)O)cc1,i
COc1ccccc1CNc1nc2nc(C)cc(=O)n2[nH]1,i
OC[C@@]1(O)CO[C@H](OC[C@H]2O[C@@H](OC(CCCCc3ccc(O)cc3)CCc3ccc(O)cc3)[C@H](O[C@H]3OC[C@](O)(CO)[C@H]3O)[C@@H](O)[C@@H]2O)[C@@H]1O (some centres not stated),i
O=C(NCCOc1ccccc1Cl)c1ncn[nH]1,i
O=C1c2ccccc2CCC1CNCCc1ccc(O)cc1 (configuration not stated),i

Compounds from the list above that have fluorine:
Molecule,NFkB binder
COc1ccc(CN(C)C[C@@H]2Oc3ccc(NC(=O)Nc4ccc(F)cc4)cc3C(=O)N([C@H](C)CO)C[C@@H]2C)cc1,i
C[C@@H]1CN([C@@H](C)CO)C(=O)c2cc(NC(=O)Nc3ccc(C(F)(F)F)cc3)ccc2O[C@@H]1CN(C)CC1CCCCC1,i
C[C@@H]1CN([C@H](C)CO)C(=O)c2cccc(NC(=O)c3ccncc3)c2O[C@H]1CN(C)C(=O)Nc1ccc(C(F)(F)F)cc1,i
C[C@H]1CN([C@@H](C)CO)C(=O)CCCn2cc(nn2)CO[C@@H]1CN(C)C(=O)Nc1ccccc1F,i
O=C(CSc1nc2c(c(C(F)(F)F)n1)CCc1ccccc1-2)Nc1c(F)cc(F)cc1Br,i
C[C@H]1CN([C@@H](C)CO)C(=O)c2cccc(NC(=O)Nc3ccc(C(F)(F)F)cc3)c2O[C@H]1CN(C)Cc1ccncc1,i

(further entries)
Molecule,NFkB binder
COc1ccc(CN(C)C[C@H]2Oc3ccc(NC(=O)C4CC4)cc3CC(=O)N([C@@H](C)CO)C[C@H]2C)cc1,i
CC(=O)NCCCC[C@@H]1NC(=O)[C@@H]2C[C@H](C(=O)O)[C@H](c3ccc(O)cc3)N2C1=O,i
COc1ccc(CC(=O)Nc2cc(C)ccc2O)cc1OC,i
C[C@@H]1CN([C@@H](C)CO)C(=O)c2cc(NC(=O)CCCN(C)C)ccc2O[C@H]1CN(C)Cc1ccc(C(=O)O)cc1,i
CCn1cc(CN(C)C(=S)Nc2cccc(C(C)=O)c2)c(C)n1,i
C[C@@H]1CN([C@@H](C)CO)C(=O)c2cc(NC(=O)c3ccncc3)ccc2O[C@@H](C)CCCCO[C@@H]1CN(C)C(=O)Nc1cccc2ccccc12,i
C[C@H](CO)N1C[C@H](C)[C@H](CN(C)S(=O)(=O)c2cn(C)cn2)Oc2ccc(NC(=O)Nc3ccccc3)cc2CC1=O,i
CCO[C@H]1OC(C(=O)NCc2nc3ccccc3[nH]2)=C[C@@H](c2csc3ccccc23)[C@@H]1CCCO,i
O=C(CC(C(=O)O)N1CCOCC1)Nc1ccccc1 (configuration not stated),i
C=C1C(=O)O[C@H]2CC(C)C3CC[C@@]4(C)O[C@@]34CC12 (some centres not stated),i
COC(=O)C(CC#Cc1ccc2c(c1)[C@]1(C(=O)N2)[C@H](C(=O)O)[C@H]2C(=O)O[C@H](c3ccccc3)[C@H](c3ccccc3)N2[C@@H]1c1ccc(OCCO)cc1)C(=O)OC,i
C[C@H]1CN([C@@H](C)CO)C(=O)CCCn2cc(nn2)CO[C@@H]1CN(C)C(=O)Nc1ccnc(N2CCOCC2)c1,i
C=C[C@@]12COC(=O)C(=C)C1[C@@H](O)[C@H](C(=C)C(=O)OC)[C@@H](OC(=O)C(=C)CO)C2 (some centres not stated),i
C[C@@H]1CN([C@@H](C)CO)C(=O)c2cc(NC(=O)c3ccncc3)ccc2O[C@@H](C)CCCCO[C@H]1CN(C)S(=O)(=O)c1cn(C)cn1,i
CCOC(=O)CSc1ncc(-c2ccccc2)nn1,i
C[C@@H]1CN([C@@H](C)CO)C(=O)CCCn2cc(nn2)CO[C@H]1CN(C)C(=O)Nc1cccc2ccccc12,i
C[C@H]1CCCCO[C@@H](CN(C)CC2CCCCC2)[C@@H](C)CN([C@@H](C)CO)C(=O)c2cc(NS(C)(=O)=O)ccc2O1,i
CNC[C@@H]1OCCCC[C@H](C)Oc2ccc(NS(=O)(=O)c3ccccc3)cc2C(=O)N([C@H](C)CO)C[C@@H]1C,i
C[C@H]1CN([C@@H](C)CO)C(=O)CCCn2nncc2CO[C@H]1CN(C)C(=O)Nc1ccc(-c2cccs2)cc1,i
C[C@H](CO)N1C[C@H](C)[C@@H](CN(C)C(=O)Nc2ccc3c(c2)OCO3)Oc2ccc(NS(=O)(=O)c3ccccc3)cc2CC1=O,i
O=C(O)c1ccc(NCCCO)c([N+](=O)[O-])c1,i
COc1ccc(S(=O)(=O)N(C)C[C@H]2Oc3c(NS(=O)(=O)c4cn(C)cn4)cccc3C(=O)N([C@H](C)CO)C[C@H]2C)cc1,i
COC(=O)c1cc(O)cc(O)c1C(=O)c1c(O)cc(C)cc1O,i
Cc1noc(C)c1NC(=O)Nc1ccc2c(c1)CC(=O)N([C@H](C)CO)C[C@@H](C)[C@@H](CN(C)CC1CC1)O2,i
COc1ccc(S(=O)(=O)N(C)C[C@@H]2Oc3ccc(NC(=O)Cc4ccccc4)cc3CC(=O)N([C@H](C)CO)C[C@@H]2C)cc1,i
CCCN(C)C[C@@H]1OCCCC[C@@H](C)Oc2ccc(NC(=O)Nc3ccc(F)cc3)cc2C(=O)N([C@H](C)CO)C[C@H]1C,+
COc1ccc(NC(=O)Nc2ccc3c(c2)CC(=O)N([C@@H](C)CO)C[C@@H](C)[C@@H](CN(C)S(=O)(=O)c2ccc(F)cc2)O3)cc1,i
CSc1cccc(NC(=O)C(C)N(c2ccc(C)cc2)S(C)(=O)=O)c1 (configuration not stated),i

Some of the compounds tested (hit frequency here may not be typical).
